Source: PubChem (several laboratories)
IMP-1 inh – IMP-1 metallo-beta-lactamase inhibitors, primary screen, biochemical, epi-absorbance readout, Pseudomonas aeruginosa enzyme. metallo-beta-lactamase IMP-1 (Pseudomonas aeruginosa). purified IMP-1, nitrocefin hydrolysis, epi-absorbance fluorescence. inhibition, % at 5.6 µM. hit rate 0.45% among 290,000. AID 1556, 2009;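 active means inhibition above the mean plus 3 SD of all compounds in the same screening run, cut at about 4.5% in these data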;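 further: 0% = IMP-1 with DMSO and 100% = DMSO wells lacking enzyme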
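System: Purified IMP-1 | Read-out basis: Percent enzyme inhibition | Controls: IMP-1 with DMSO as 0%, enzyme-free DMSO as 100% | Replicates: One well per compound | Doses: 5.6 µM nominal single concentration | Detection: Epi-absorbance fluorescence, 480 nm excitation, 530 nm emission | Incubation: 25 °C, 15 min preincubation, 25 min reaction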
HCV NS3 hel inh – inhibitors of HCV NS3 helicase, primary screen, biochemical, Cy5 molecular beacon fluorescence; AID 1800, 2009; NS3 helicase DNA unwinding; hit rate 0.56% among 290,000; inhibition, % at 10.9 µM; Hepatitis C virus NS3 helicase;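 active means inhibition above the mean of all tested compounds plus 3 SD, set per campaign, cut at about 35% in these data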;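 further: 0% = DMSO wells and 100% = thioflavine S control wells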
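Assay system – hepatitis C virus NS3 helicase domain fragment enzyme · Buffer or medium – MOPS pH 6.5, MgCl2, DTT, Tween20, BSA · Reagent – Cy5/quencher beacon DNA duplex and ATP to start · Compound – single 10.9 µM dose · Timing – 1 h at 25 °C · Technique – Cy5 beacon fluorescence read at start and 1 h · Measure – % inhibition of unwinding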
UBC9 SUMO inh – inhibitors of in vitro SUMOylation cascade, primary screen, biochemical, HTRF, uHTS; SUMO-conjugating enzyme UBC9 (Homo sapiens), P63279; inhibition, % at 35 µM; hit rate 0.36% among 290,000; HTRF SUMOylation assay, SAE1/SAE2 + UBC9; AID 2006, 2009; in the data active means inhibition above about 50%, passing the limit was not always enough; further: strong numbers were not always called active
Target sequence (P63279 whole entry, looked up): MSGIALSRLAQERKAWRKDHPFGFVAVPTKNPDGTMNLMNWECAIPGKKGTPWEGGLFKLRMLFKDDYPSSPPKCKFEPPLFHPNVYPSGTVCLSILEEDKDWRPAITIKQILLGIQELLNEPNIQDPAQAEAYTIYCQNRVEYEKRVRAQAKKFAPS
IDE act – human IDE activators in live cells, primary screen, fluorescence polarization, HEK cells, FAbeta-B substrate; Insulin-degrading enzyme (Homo sapiens), P14735; FAbeta-B cleavage; 0% vehicle, 100% cell-free pure enzyme wells; activation, % at 5.96 µM; hit rate 0.073% among 340,000;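 active means activation above the mean of all tested compounds plus 3 SD, set per screening campaign, cut at about 17% in these data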
p-CIP stab down – p/CIP-EGFP fusion destabilizers, primary screen, fluorescence, F442A cells. 16 h. decrease of EGFP signal, % at 10 µM. hit rate 0.01% among 290,000;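 active means EGFP signal decrease of at least 30% at 10 µM or well 3 SD below plate mean, unless failing retest; inactive means the rest, including hits failing retest or dose response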; further: some compounds called inactive have numbers as strong as hits; many of its hits are not listed in these tables
VIM-2 inhibitor – VIM-2 metallo-beta-lactamase inhibitors, primary screen, biochemical, epi-absorbance readout, Pseudomonas aeruginosa enzyme; AID 1527, 2009; purified VIM-2, nitrocefin hydrolysis, epi-absorbance fluorescence; inhibition, % at 5.6 µM; hit rate 0.89% among 290,000;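 active means inhibition above the mean of all tested compounds plus 3 SD, cutoff set per screening run, cut at about 7.5% in these data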;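 further: red hydrolysis product quenches plate fluorescence so inhibitors raise well fluorescence; 0% = enzyme with DMSO and 100% = DMSO without enzyme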
M18AAP inhibitor – PfM18AAP inhibitors, malaria aminopeptidase, primary screen, biochemical, QFRET, recombinant enzyme; M18 aspartyl aminopeptidase (Plasmodium falciparum 3D7); H-Glu-NHMec fluorogenic cleavage; inhibition, % at 7.35 µM; hit rate 1.2% among 290,000;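 active means inhibition above the campaign mean inhibition over all tested compounds plus 3 SD, cut at about 28% in these data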;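 further: 0% = plate median of test compound wells and 100% = 2 mM ZnCl2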
DNA FID counter – compounds displacing fluorescent DNA intercalator, primary screen, artefact control for HCV NS3 helicase inhibitor project, biochemical, FID fluorescence | DNA fluorescent intercalator displacement | inhibition, % at 7.9 µM | hit rate 0.17% among 290,000; in the data active means inhibition above about 37%;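 further: 0% = vehicle and 100% = reference compound; higher means more ethidium bromide displaced from hairpin DNA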
IDE inh – human IDE inhibitors in live cells, primary screen, fluorescence polarization, HEK cells, FAbetaB substrate; FAbetaB cleavage; inhibition, % at 5.59 µM; hit rate 0.41% among 320,000; AID 434962, 2010;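 active means percent inhibition above the average of all tested compounds plus 3 SD, set per screening campaign, cut at about 16% in these data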;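 further: IDE supplied by intact live HEK cells; FP after avidin binding of uncleaved biotin substrate so inhibition keeps polarization high; 0% = DMSO wells and 100% = 60 µM reference IDE inhibitor Ii1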
An asterisk follows results filed as active; · = no result given.

SMILES	IMP-1 inh	HCV NS3 hel inh	UBC9 SUMO inh	IDE act	p-CIP stab down	VIM-2 inhibitor	M18AAP inhibitor	DNA FID counter	IDE inh
N#C/C(=C\c1cn[nH]c1-c1ccccc1Br)C(=O)O	-1.1	-2	15	5	-16	0.0	4	-15	3
O=C(NCc1ccccc1Cl)c1ccc(Br)o1	-0.5	-3	14	0	-12	-0.5	2	-9	-1
C=CCN1C(=O)/C(=C2\SC(N3CCOCC3)=NC2=O)c2cc(Br)ccc21	-1.9	4	5	0	2	-2.1	9	3	2
COc1ccc(OC)c2nc(-c3ccc4c(c3)OCO4)ccc12	-4.7	-10	14	1	5	-2.1	-3	-24	5
CCc1ccc(C(=O)N/N=C/c2ccc(Cl)cc2Cl)nc1	-5.1	-6	2	·	6	-2.4	6	-9	18*
O=C(CCc1ccccc1)N1CCN(CCO)CC1	-1.0	-2	0	4	-16	-1.6	2	7	1
CCOC(=O)c1ccc(S(=O)(=O)NNC(=O)COc2ccc(C)cc2)cc1	-2.2	-1	9	-1	-10	-1.3	-9	-5	6
Nc1nc(SCC(=O)NCc2ccc3c(c2)OCO3)n[nH]1	-0.3	1	22	9	1	-0.7	-5	-1	2
CCOC(=O)C1CCN(CCC(=O)Nc2ccc(Br)c(C)c2)CC1	1.2	0	-3	2	-4	-1.4	3	9	·
O=C(c1ccccc1O)N1CCOCC1	-3.2	-9	2	-3	-5	-3.1	-3	-1	-1
CCN(CC)C(=O)Cn1c(=O)oc2ccccc21	-2.7	2	-10	8	-3	-3.2	3	-3	1
CC(OC(=O)c1nsc(Cl)c1Cl)C(=O)NCc1ccco1 (stereo unspecified)	-5.5	0	8	4	-8	-0.2	-12	-1	4
CCc1nnc(NC(=O)c2ccc(Cl)c(S(=O)(=O)N3CCc4ccccc4C3)c2)s1	-0.7	7	-10	5	10	-3.3	-5	4	7
CC(=O)Nc1cccc(-c2csc(Nc3ccccn3)n2)c1	-3.1	-12	-15	3	4	-2.7	-9	-14	1
O=C(NC1CCN(C(=O)N2c3ccccc3Sc3ccccc32)CC1)c1ccccc1F	-2.5	-19	-17	3	-24	-3.8	-3	-25	-1
COC(=O)C1=C(C)NC(C)=C(C(=O)OC)C1c1ccc(-c2cccc([N+](=O)[O-])c2)o1	-0.5	6	6	5	-7	0.5	-19	-5	2
O=S(=O)(c1cccc2nonc12)N1CCN(c2ccc(F)cc2)CC1	-3.0	-1	-2	11	-9	-1.9	6	5	2
CSc1ccccc1C(=O)Nc1cccc([N+](=O)[O-])c1C	-0.2	-10	9	7	-10	-4.0	0	0	4
O=C(COC(=O)CCc1nc2ccccc2c(=O)[nH]1)NC(c1ccccc1)c1ccccc1	0.1	-1	40	-2	2	0.0	-7	-13	8
Cc1cccc(NC(=O)CN2CCN(CC(=O)Nc3cccc(C)c3)CC2)c1	-1.9	-2	-6	3	-14	-4.6	0	-9	1
Oc1[nH]c2ccc(Br)cc2c1N=NC(=S)NCC1CCCO1 (stereo unspecified)	-1.3	32	-8	5	-22	-1.0	-4	0	-4
Cc1cccc(N2CCN(C(=O)C3CCN(S(=O)(=O)c4c(C)noc4C)CC3)CC2)c1C	-0.3	-10	·	-13	2	1.4	-4	-76	9
O=C(COC(=O)c1cccc(S(=O)(=O)N2CCc3ccccc32)c1)Nc1ccc(Cl)cn1	-1.6	-5	2	4	3	-2.2	3	-3	1
CC(=O)c1ccc(-n2c(-c3cc(-c4ccsc4)n[nH]3)n[nH]c2=S)cc1	-1.5	-3	-2	-1	3	-2.1	8	-20	5
O=C(N/N=C/c1cccc([N+](=O)[O-])c1)c1cc(-c2ccc3c(c2)OCO3)n[nH]1	-1.1	28	18	3	-10	-1.7	-7	3	4
O=S(=O)(c1ccc2c(c1)OCCO2)N1CCC(O)(c2ccc(Cl)cc2)CC1	-3.5	-2	-12	-2	-10	-0.7	-1	0	1
O=[N+]([O-])c1ccc(NCCCNS(=O)(=O)c2ccc(Cl)cc2)c(Cl)c1	1.5	4	2	3	-1	2.4	12	21	0
O=C(CSc1nc(-c2ccccc2)cc(=O)[nH]1)N1CCc2ccccc21	-3.1	1	10	1	-6	-2.0	-5	-4	5
O=C(Nc1cccc(S(=O)(=O)N2CCCCCC2)c1)c1ccc2ccccc2n1	-3.4	2	-14	-3	-14	-0.3	2	-3	2
COC(=O)c1ccc2c(=O)n(CCN3CCOCC3)c(SCC(=O)Nc3cccc(OC)c3)nc2c1	-3.7	-4	2	2	1	-0.7	2	-35	7
CCC(c1nnc(SCCNCCO)n1CCN1CCOCC1)N(C)C (stereo unspecified)	-6.2	-13	15	·	2	-6.8	-1	10	0
COc1ccc(OC)c(S(=O)(=O)N2CCC(C(=O)N3CCCC3)CC2)c1	-1.4	-2	5	-2	-11	-0.3	0	-14	-1
COc1cc(CC(=O)N/N=C/c2ccccc2)c([N+](=O)[O-])cc1OC	-2.6	2	14	·	-25	-5.3	0	-3	-4
COc1ccc(C2=NOC(COc3ccc4c(C)cc(=O)oc4c3)C2)c(OC)c1 (stereo unspecified)	-3.5	6	2	·	0	0.7	-2	-25	7
CCCCC1=NN(C(=O)c2cccnc2)C(O)(C(F)(F)F)C1 (stereo unspecified)	-1.9	5	10	·	-16	-1.4	-1	-11	-3
COc1ccc2[nH]c(=O)c(CN(c3ccccc3OC)S(=O)(=O)c3ccccc3)cc2c1	-2.2	-35	-4	-4	-9	-2.7	-2	-35	4
Cc1cc(NC(=O)Cn2nc(C(F)(F)F)c3c2CCC3)n(-c2ccccc2)n1	-3.6	7	15	11	-4	-0.9	4	-10	2
COc1ccccc1CN(CC(=O)NCc1ccc2c(c1)OCO2)C(=O)c1ccc2c(c1)OCCO2	3.2	7	21	-8	-12	-2.2	-7	-15	6
Cc1nn(Cc2ccccc2Cl)c(C)c1C(=O)NCc1ccco1	-3.8	7	15	-4	-1	0.2	5	-6	1
CCCCOc1ccccc1NC(=O)CC1Nc2ccccc2NC1=O (stereo unspecified)	·	·	-3	0	-20	·	·	·	4
COc1cccc(C(=O)O/N=C2\CCS(=O)(=O)c3sccc32)c1	-0.7	0	19	-6	9	-0.4	-4	0	3
O=C(CN1C(=O)COc2ccc(Cl)cc21)Nc1ccc2c(c1)OCCO2	-4.8	2	15	5	-8	-2.3	2	-17	2
CSc1nnc(N2C(=O)C(O)=C(C(=O)c3ccco3)C2c2ccccc2F)s1 (stereo unspecified)	-1.3	23	10	6	-43	1.8	28	-16	7
CCc1nnc(NCn2nc(C)cc2C)s1	-4.0	6	4	-1	-5	-3.3	-2	-1	4
COc1ccc(/C=C/C(=O)NC(C)CCc2ccccc2)cc1 (stereo unspecified)	-2.9	10	-7	0	0	-2.6	2	-24	-5

Brought forward from above: 2 entries, then new ones.
SMILES	IMP-1 inh	HCV NS3 hel inh	UBC9 SUMO inh	IDE act	p-CIP stab down	VIM-2 inhibitor	M18AAP inhibitor	DNA FID counter	IDE inh
CCc1nnc(NCn2nc(C)cc2C)s1	-4.0	6	4	-1	-5	-3.3	-2	-1	4
COc1ccc(/C=C/C(=O)NC(C)CCc2ccccc2)cc1 (stereo unspecified)	-2.9	10	-7	0	0	-2.6	2	-24	-5
O=S(=O)(/C=C/c1ccccc1)Nc1ccc(F)cc1	-2.0	-6	-4	0	2	-1.5	2	1	3
CC(=O)c1ccc(Nc2c(C)n(C)n(-c3ccccc3)c2=O)cc1	-4.5	5	10	4	-3	-2.1	-5	-12	-5
CCOC(=O)C(=CNc1cc(OC)ccc1-n1cccc1)C(=O)OCC	-2.8	-6	12	6	-11	-2.8	4	-22	4
Cc1cccc(N/C=C/c2onc(C)c2[N+](=O)[O-])c1	-1.2	-4	-10	7	29	0.1	6	-6	2
COC(=O)c1cccn(CC(=O)c2ccc(Cl)cc2Cl)c1=O	-1.0	-6	1	1	4	-3.3	1	-4	1
Cc1oc(C)c(C(N)=O)c1C(N)=O	-1.0	6	26	5	-5	-0.8	-1	1	-7
Cc1ccn2cc(CCNC(=O)c3ccc(Br)o3)nc2c1	-1.9	3	9	2	-4	-2.1	-4	-4	2
CN(C)CCCNC(=S)NCCNc1nc2cc3c(cc2cc1C#N)OCO3	-3.8	-6	8	1	-4	4.2	3	18	1
O=C(CN1CCN(Cc2ccc(F)cc2)CC1)Nc1ccccc1F	-4.0	0	5	0	-8	-4.6	2	-11	7
Cc1cc(C)nc(N/N=C/c2cc(Br)ccc2O)n1	-3.7	-8	-15	-1	12	-3.4	-2	-6	-2
O=C(c1ccc([N+](=O)[O-])c(CS(=O)(=O)c2ccc(Cl)cc2)c1)N1CCCC1	-0.5	-11	-6	2	18	1.8	-11	1	0
C(=C\c1ccccc1)/CN1CCN(Cc2ccc3c(c2)OCCO3)CC1	-1.2	-6	18	·	-14	0.2	-7	9	·
CCCCC(=O)Nc1ccc2c(c1)OCCO2	-3.7	0	0	-1	-4	-3.1	6	-2	-7
O=c1[nH]c2ccccc2cc1CN(Cc1ccco1)S(=O)(=O)c1ccccc1	-0.9	-6	-2	1	-1	-4.5	2	-24	1
O=C(NCCCNc1ccnc2cc(Cl)ccc12)c1ccccc1F	-2.3	5	3	-6	-2	-0.4	-4	4	0
OC(COc1cccc2ccccc12)CN1CCN(c2ccccc2)CC1 (stereo unspecified)	-1.7	-48	24	5	-6	-2.7	0	11	2
COc1ccccc1CNC(=O)C1CC2Cn3c(nc4ccccc43)C2N1C (stereo unspecified)	·	·	-2	0	-2	·	·	·	1
CC(=O)N1CCN(CC(=O)Nc2c(Cl)cccc2Cl)CC1	-1.5	4	-8	1	4	-2.1	21	6	-6
COc1ccc(C(=O)Nc2ccc(OC)c([N+](=O)[O-])c2)cc1Br	-3.9	2	23	-5	-13	-3.0	10	1	0
CC1(C)CC(=O)c2cc(O)ccc2O1	-4.1	2	8	2	-7	-3.5	5	3	3
Cc1cc(=O)oc(C)c1C(=O)NCCCN1CCN(c2ccc(F)cc2)CC1	-2.2	0	10	-4	-10	-0.6	-1	7	-7
COc1ccc2c(=O)c3c(=O)n(CCc4ccccc4)c(C(C)C)nc3oc2c1	-0.1	-1	24	7	-14	-0.3	-10	-5	2
CC(=O)c1c(C)oc2ccc(NS(=O)(=O)c3ccc(C)cc3)cc12	-1.6	8	-21	2	-28	-2.2	-2	-15	0
Cn1c2ccccc2c(=O)c2c(=O)n(Cc3ccco3)c(-c3ccc(Cl)cc3Cl)nc21	-0.2	27	8	·	-3	1.2	-4	-46	9
CCOc1ccc(NC(=O)c2cc3cc4ccc(C)cc4nc3o2)cc1	-4.5	47*	8	·	-2	-3.8	1	-2	-4
